Screening data as filed in PubChem.
ALOX12 inh: blocks human arachidonate 12S-lipoxygenase. P18054. purified 12hLO, xylenol orange hydroperoxide absorbance. Potency, µM (top dose mostly 108 µM), for inactives: at the highest dose activity change, negative = inhibition, actives largely listed as inhibitors. 580,000 compounds, 1.1% hits; active = well fitted inhibition curve with a large enough effect; inconclusive = small, poorly fitted or top-dose-only effect, or another doubt; inactive = no such curve, though single readings can be large or run the other way
Target sequence (P18054 whole entry, looked up): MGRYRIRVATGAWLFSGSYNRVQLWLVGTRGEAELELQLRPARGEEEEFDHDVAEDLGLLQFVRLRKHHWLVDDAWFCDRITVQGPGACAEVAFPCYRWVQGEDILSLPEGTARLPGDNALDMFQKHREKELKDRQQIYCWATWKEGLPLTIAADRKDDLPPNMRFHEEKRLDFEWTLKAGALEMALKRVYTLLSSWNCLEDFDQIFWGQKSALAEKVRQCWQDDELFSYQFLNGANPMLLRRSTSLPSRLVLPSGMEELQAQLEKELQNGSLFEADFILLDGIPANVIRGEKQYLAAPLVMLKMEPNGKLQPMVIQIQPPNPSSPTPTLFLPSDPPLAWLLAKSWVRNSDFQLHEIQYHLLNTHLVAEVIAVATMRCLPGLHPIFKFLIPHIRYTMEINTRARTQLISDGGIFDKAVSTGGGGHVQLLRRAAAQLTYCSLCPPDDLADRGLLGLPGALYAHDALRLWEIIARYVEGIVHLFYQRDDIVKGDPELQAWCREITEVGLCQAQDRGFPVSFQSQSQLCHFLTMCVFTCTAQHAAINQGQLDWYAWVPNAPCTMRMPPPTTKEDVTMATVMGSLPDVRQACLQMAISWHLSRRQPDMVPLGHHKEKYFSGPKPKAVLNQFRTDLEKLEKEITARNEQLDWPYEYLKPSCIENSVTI
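Purified human 12hLO (150 nM final) in 25 mM Hepes, 0.01% Triton X-100, pH 7.0 was preincubated 15 min at room temperature with compound. Then 40 uM arachidonic acid was added, 30 min. Hydroperoxide was read by Fe-XO absorbance ratio 573/405 nm.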
* hit, by the source's call; [ ] = remark or other dose. % is scaled to controls: 0 for no effect and ±100 for the full control effect; potency is read from the fitted curve at half-maximal effect.

`COc1ccc(NC(=O)CN2C(=O)NC3(CCS(=O)(=O)CC3)C2=O)cc1Cl` gave ALOX12 inh -1%.
COCCCNC(=O)C[C@H]1C[C@@]2(C(=O)OC)C(=C[C@H](COCc3ccccc3)O[C@@H]2C)N(Cc2ccc3c(c2)OCO3)C1=O was read as ALOX12 inh -8%.
O=C(Cn1nc2c(cc1=O)CCCC2)Nc1nc(-c2ccccn2)cs1 was read as ALOX12 inh 114%[activator].
For Cc1cccc(OCC(=O)N2CCC3(CC2)NC(=O)N(c2cccc(F)c2)N3)c1 the results were ALOX12 inh 2.2µM*.
Screening CS(=O)(=O)c1ccc(CN2CCOC[C@H]2c2ncc(-c3ccc(Cl)cc3)[nH]2)cc1 returned ALOX12 inh -6%[176 µM].
`COc1ccccc1CCc1nc2ccccc2n1C1CCN(C(=O)c2cc(C)nn2C)CC1` gave ALOX12 inh -3%.
Screening COc1ccc(/C=C/c2nc(=O)c3ccccc3o2)cc1 returned ALOX12 inh -4%.
For COc1ccc(C[C@H](NC(=O)C2=C[C@@H](NC(=O)CC3(CC(=O)O)CCCC3)[C@@H](O)[C@H](O)C2)C(N)=O)cc1 the results were ALOX12 inh 19%.
CO[C@H]1C(=O)N(C2CCN(C(=O)c3cccc(C#N)c3)CC2)[C@H]1c1ccncc1 was read as ALOX12 inh 30%.
CCCCCCc1ccc(C(=O)Nc2ccc(C)cc2)cc1 was read as ALOX12 inh inconclusive.
O=[S+]([O-])(Nc1ccccc1)c1ccc2c(c1)OCCN(Cc1cocn1)C2 was read as ALOX12 inh 14%[176 µM].
Screening CCC1CN(CC(=O)NC(C)c2cn(C)nc2C)Cc2cc(OC)ccc2O1 (stereo not given) returned ALOX12 inh 2%.
For Cc1nc(CCNC(=O)NC2CCCCC2)no1 the results were ALOX12 inh 18%.
For CCCc1cc(=O)oc2c(C)c(OCC(=O)c3ccccc3)ccc12 the results were ALOX12 inh -2%.
`Fc1ccc2c(c1)nc1n2[C@@H](CNC2CCOCC2)COC1` gave ALOX12 inh 14%[176 µM].
For Cc1nc(CCN(C)C(=O)c2ccc3nc(Cc4ccccc4F)oc3c2)no1 the results were ALOX12 inh 13%.
For O=C(CSc1nnc(-c2cccc(S(=O)(=O)N3CCCCC3)c2)o1)c1ccccc1 the results were ALOX12 inh 1%.
Screening O=C(COc1cccc(F)c1)NCCc1nnc2ccccn12 returned ALOX12 inh 14%.
Screening COCC1CN(C(C)=O)CC12CCN(C(=O)c1ccsc1)CC2 (stereo not given) returned ALOX12 inh 29%.
O=C(CCSc1ccccc1)OCC(=O)c1ccc(Cl)cc1 was read as ALOX12 inh -3%.
COc1ccc(-c2cn3c(n2)CO[C@@H](CNS(C)(=O)=O)C3)cc1 was read as ALOX12 inh 29%[176 µM].
Cn1cc(CNCC2(COc3ccc(C(F)(F)F)cn3)C[C@@H](O)[C@@H](O)C2)cn1 (stereo not given in full) was read as ALOX12 inh 18µM*.
Cc1ccc(C)c(NC(=O)c2cc3c(s2)CCC3)c1 was read as ALOX12 inh inconclusive.
For COCC(=O)N1CCN(CC(=O)Nc2ccc(C)cc2)[C@H]2CS(=O)(=O)C[C@H]21 the results were ALOX12 inh 23%.
For Cc1ccc(C(=O)N2CCC(n3cc(-c4nc(-c5ccccc5)no4)nn3)CC2)cc1 the results were ALOX12 inh -12%.
Cn1c(=O)c2c(ncn2CCC(=O)Nc2cccc(Br)c2)n(C)c1=O was read as ALOX12 inh 3%.
`COC(=O)[C@@]12C[C@@H](CC(=O)NCCC(C)C)C(=O)N(CCc3ccc(OC)c(OC)c3)C1=CCC(C)(C)C2` gave ALOX12 inh 13%.
Screening Cc1nccn1CC1(CNc2ccncn2)CC1 returned ALOX12 inh 60%[activator].
`CC1CCCCN1S(=O)(=O)c1ccc(NC(=O)CN2C(=O)c3ccccc3S2(=O)=O)cc1` (stereo not given) gave ALOX12 inh -5%.
For Cn1cc(CC(=O)NCc2ccc(C(N)=O)cc2)c2ccccc21 the results were ALOX12 inh 1%.
COc1cc(OC)c(C(=O)N2CCC3(CC2)[C@H](O)C[C@@H]3OC)cc1OC was read as ALOX12 inh -25%.
For Cc1nc(SCC(=O)N(c2ccccc2)c2ccccc2)oc1C the results were ALOX12 inh 9%.
`CC(=O)Nc1ccc(Nc2cc(C)nc3c(-c4ccc(C)cc4)c(C)nn23)cc1` gave ALOX12 inh 0%.
For Cc1ccc(-c2ccnc(=S)[nH]2)cc1C the results were ALOX12 inh 2.5µM*.
CC1=CC(=O)CCC1 was read as ALOX12 inh 17%[176 µM].
CCc1nc(-c2c3n(c(=O)n(Cc4cc(=O)n5ccccc5n4)c2=O)CCCC3)no1 was read as ALOX12 inh inconclusive.
Screening Cc1cccc(CNC(=O)c2cc3c(=O)[nH]c(C)cn3n2)c1 returned ALOX12 inh 6%.
`O=C(Nc1ccc(F)c(Cl)c1)C1CCN(C(=O)c2ncn3c2COC(c2ccccc2)C3)CC1` (stereo not given) gave ALOX12 inh 41%[activator].
For NC(=O)C1CCN(C(=O)Cn2ccc3c(Cl)cccc32)CC1 the results were ALOX12 inh 0%.
Screening CC[C@H]1CN(C(=O)C(C)(C)C)CC[C@H]1CC(=O)NCc1cccnc1 returned ALOX12 inh 2%[176 µM].
`CCCCN1C(=O)c2ccccc2C(C(=O)NCCC)C12CCCCC2` (stereo not given) gave ALOX12 inh 25%.
For Cc1noc(C)c1S(=O)(=O)N(C)C[C@@H]1OCc2cnnn2CCCC(=O)N([C@H](C)CO)C[C@@H]1C the results were ALOX12 inh -2%.
CC(C)NC(=O)C1(CCO)CC12CCOCC2 (stereo not given) was read as ALOX12 inh 30%.
`COc1ccc(CN2C(=O)[C@@H]3C[C@@H](CN3C3CCC3)Oc3ccccc32)cc1` gave ALOX12 inh 165%[activator][176 µM].
`COc1ccc(CNC(=O)NCC(=O)N2CCCCCCNC(=O)CC2c2ccccc2)cc1` (stereo not given) gave ALOX12 inh 7%.
Screening Cn1cnc(CCNC(=O)C[C@H]2CC[C@@H]3[C@H](COC[C@H](O)CN3C(=O)C3CCCC3)O2)c1 returned ALOX12 inh -27%.
`COc1ccc(Cc2ncc3c(n2)CN(C(=O)c2ccc(F)c(C)c2)C3)cc1` gave ALOX12 inh 2%.
`CCOc1ccccc1C1NC(=O)N(CC(=O)Nc2cccc(C#N)c2)C2=C1C(=O)OC2` (stereo not given) gave ALOX12 inh 8%.
Screening Cc1ccc2nc(C)c(C(=O)N3CCN(S(=O)(=O)c4ccccc4)CC3)cc2c1 returned ALOX12 inh 21%.
`CCOC(=O)C1=C(C)NC(=O)C1(NC(=O)c1ccco1)C(F)(F)F` (stereo not given) gave ALOX12 inh 20%.
c1ccc(SC23CCCCN(CCC2)C32OCCO2)cc1 (stereo not given) was read as ALOX12 inh -2%.
CSCCC(NS(=O)(=O)c1ccc2c(c1)oc(=O)n2C)C(=O)Nc1ccc(C)c(C)c1 (stereo not given) was read as ALOX12 inh 17%.
Screening Cc1onc(-c2ccccc2)c1-c1nnc(COC(=O)c2ccc(N(C)C)cc2)o1 returned ALOX12 inh 15%.
`CNC(=O)[C@@H]1CCCC[C@@H]1c1nc(-c2ccncc2)nn1CCO` gave ALOX12 inh 35%[activator].
For Cc1ccnc(NC(=O)c2ccc3nc(C)c(C)nc3c2)c1 the results were ALOX12 inh 19%.
`Cc1ccc(S(=O)(=O)N2C[C@H]3N(C(=O)OC(C)C)N(C(=O)OC(C)C)C[C@H](OC(=O)NC4CCCC4)[C@@]3(O)C2)cc1` gave ALOX12 inh -7%.
COc1ccc(-c2nc3cnccc3o2)cc1NC(=O)c1cccnc1 was read as ALOX12 inh inconclusive.
For COCCNC(=O)C[C@@H]1C[C@H]2O[C@H](CNC3CCN(C)CC3)[C@@H](O)[C@H]2O1 the results were ALOX12 inh 13%[176 µM].
For CCCNC(=O)C1(C)CCCN(C(=O)c2cccc(C(F)(F)F)c2)C1 (stereo not given) the results were ALOX12 inh -9%.
O=C(Cn1cnc(S(=O)(=O)N2CCOCC2)c1)Nc1ccc(-c2ccno2)cc1 was read as ALOX12 inh inconclusive.
Screening CN1CCC(C(=O)N2Cc3ccccc3CC3(CCN(Cc4ccc(O)cc4)C3)C2)CC1 (stereo not given) returned ALOX12 inh 0%[6.33 µM].
Screening O=C(O)c1ccccc1I returned ALOX12 inh 6%.
Screening CC(C)=CCN1CCN(C(=O)CCOc2ccccc2)[C@H]2CS(=O)(=O)C[C@H]21 returned ALOX12 inh 48%[activator].
O=C1CCN(S(=O)(=O)c2ccccc2)CCCN(Cc2ccccc2)CCN1 was read as ALOX12 inh 5%.
COCCS(=O)(=O)c1ccc(C(=O)OCc2cccc(OC)c2)cc1 was read as ALOX12 inh 7%.
COc1ccc(-c2csc(C(C)(O)c3ccc(F)c(F)c3)n2)cc1OC (stereo not given) was read as ALOX12 inh -24%.
Cc1c(C(=O)NCc2ccc(F)cc2)sc(=O)n1Cc1ccccc1 was read as ALOX12 inh -9%.
Screening Cc1ccc(-c2nsc(NC(=O)c3cc(=O)c4ccc(C)c(C)c4o3)n2)s1 returned ALOX12 inh 3%.
Screening COc1nc2nc(CCc3ccccc3)n(C)c2cc1-c1cccc(CO)c1 returned ALOX12 inh 11%[176 µM].
`O=C(c1cnc2c(cnn2Cc2ccccc2)c1)N1CCCc2ccccc21` gave ALOX12 inh inconclusive.
`O=C(NCC(=O)N1CCN(c2ccccn2)CC1)c1cc2ccccc2[nH]1` gave ALOX12 inh -24%.
Screening COC(=O)[C@@H]1CCCN1Cc1ccc2c(c1)CN(Cc1ccc3c(c1)CCCN3C)CCO2 returned ALOX12 inh inconclusive.
Screening O=c1c2c(CO)c(-c3ccc(F)cc3)nn2ccn1Cc1ccc(OC(F)(F)F)cc1 returned ALOX12 inh -2%.
Screening O=C(c1cccc(F)c1)N1CCC(Oc2cccnc2)C1 (stereo not given) returned ALOX12 inh 14%.
CC(C)N1CCC(N2C[C@@H](CO)[C@H](c3nc(C4CC4)no3)C2)CC1 was read as ALOX12 inh 124%[activator].
For N#Cc1nc(/C=C/c2cccs2)oc1NCCCn1ccnc1 the results were ALOX12 inh -3%.
For CCCCc1ncc(CN2CCN(Cc3ccccc3)CC(O)C2)[nH]1 (stereo not given) the results were ALOX12 inh 108%[activator].
For COc1ccc(S(=O)(=O)N2CCc3c(C(=O)N(C)C)cccc32)cc1 the results were ALOX12 inh 1%.
For Cc1occc1C(=O)Nc1nc(CC(=O)Nc2ccccc2)cs1 the results were ALOX12 inh inconclusive.
CC(C)=CC(=O)NCCc1ccsc1 was read as ALOX12 inh 17%.

12 compounds from above, ordered by count of non-hydrogen atoms, ascending.
c1ccc(SC23CCCCN(CCC2)C32OCCO2)cc1 (stereo not given) was read as ALOX12 inh -2%.
For N#Cc1nc(/C=C/c2cccs2)oc1NCCCn1ccnc1 the results were ALOX12 inh -3%.
For CCCc1cc(=O)oc2c(C)c(OCC(=O)c3ccccc3)ccc12 the results were ALOX12 inh -2%.
COc1ccc(-c2nc3cnccc3o2)cc1NC(=O)c1cccnc1 was read as ALOX12 inh inconclusive.
Screening CC(C)=CCN1CCN(C(=O)CCOc2ccccc2)[C@H]2CS(=O)(=O)C[C@H]21 returned ALOX12 inh 48%[activator].
`COc1ccc(CN2C(=O)[C@@H]3C[C@@H](CN3C3CCC3)Oc3ccccc32)cc1` gave ALOX12 inh 165%[activator][176 µM].
`CC(=O)Nc1ccc(Nc2cc(C)nc3c(-c4ccc(C)cc4)c(C)nn23)cc1` gave ALOX12 inh 0%.
For O=C(CSc1nnc(-c2cccc(S(=O)(=O)N3CCCCC3)c2)o1)c1ccccc1 the results were ALOX12 inh 1%.
CCc1nc(-c2c3n(c(=O)n(Cc4cc(=O)n5ccccc5n4)c2=O)CCCC3)no1 was read as ALOX12 inh inconclusive.
Screening CN1CCC(C(=O)N2Cc3ccccc3CC3(CCN(Cc4ccc(O)cc4)C3)C2)CC1 (stereo not given) returned ALOX12 inh 0%[6.33 µM].
For COc1ccc(C[C@H](NC(=O)C2=C[C@@H](NC(=O)CC3(CC(=O)O)CCCC3)[C@@H](O)[C@H](O)C2)C(N)=O)cc1 the results were ALOX12 inh 19%.
`Cc1ccc(S(=O)(=O)N2C[C@H]3N(C(=O)OC(C)C)N(C(=O)OC(C)C)C[C@H](OC(=O)NC4CCCC4)[C@@]3(O)C2)cc1` gave ALOX12 inh -7%.

Remaining list, next part
CCCCc1nn2cc(-c3ccccc3)nc2s1 was read as ALOX12 inh 26%.
`CN(C)c1ccc(C(=O)NC[C@H]2O[C@@H](CO)[C@@H](O)[C@H]2N2CCN(c3ccccc3)CC2)cc1` gave ALOX12 inh inconclusive.
For Cc1cc(CNC(=O)c2cccc(C3CCNC3)c2)ccc1F (stereo not given) the results were ALOX12 inh -4%.
O=C(Nc1ccc2oc(-c3cccnc3)nc2c1)c1cccc([N+](=O)[O-])c1 was read as ALOX12 inh -10%.
Screening Fc1ccc(-c2cc(NC3CCCC3)nc3[nH]ccc23)nc1 returned ALOX12 inh 0%.
Screening O=C(c1ccco1)N1CCC(C2CCN(Cc3cccc(F)c3F)CC2)C1 (stereo not given) returned ALOX12 inh 8%.
`OC[C@H]1OC([S-])[C@H](O)[C@@H](O)[C@H]1O.[Au+]` (stereo not given in full) gave ALOX12 inh -1%.
For CS(=O)(=O)Oc1ccc2c(c1)O/C(=C\c1ccccc1)C2=O the results were ALOX12 inh -6%.
For CCOc1cc(/C=C2\NC(=O)NC2=O)c(Br)cc1O the results were ALOX12 inh inconclusive.
Screening COc1ccc(NC(=O)c2nc(-c3ccccc3)oc2C)c(OC)c1 returned ALOX12 inh 23%.
Screening O=C(c1cc[nH]c(=O)c1)N1CC(F)(F)C[C@H]1c1nc(C2CC2)no1 returned ALOX12 inh 25%.
For CCNC(=O)NC(=O)CSc1nc(C)c(C)n1C1CCCC1 the results were ALOX12 inh 15%.
`COc1cccc(S(=O)(=O)N2CCn3ncc(C(=O)NCc4ccc(Cl)nc4)c3C2)c1` gave ALOX12 inh 12%[6.33 µM].
Screening COc1ccc(-c2nc(NC(=O)c3cc(OC)c(OC)c(OC)c3)sc2C)cc1 returned ALOX12 inh 45µM*.
Screening CN(C)S(=O)(=O)N1CCC2(CC1)CC1C(=O)NCCN1C2 (stereo not given) returned ALOX12 inh 167%[activator].

Only part of the results is shown. The share of hits here may be higher or lower than overall.
